Screening results (PubChem BioAssay)
inhibitors of VEEV: inhibitors of VEEV TC-83 cytopathic effect, confirmation, Vero cells (AID 588727). hit rate 0.13% among 350,000. Vero cells, VEEV TC-83 cytopathic effect inhibition; higher % means a stronger effect. inhibition, % at 20 µM; hits with a dose series show IC50 in µM; in the data active = a potency from the dose series; inconclusive = inhibition mostly from about 14% at the one dose, without a potency; inactive = the rest, 99 in 100 with inhibition below about 12%; also: strong numbers were not always called active
influenza NS1A: NS1A inhibition, H1N1 influenza, cell based functional assay (AID 504329); NS1A functional cell-based assay, percent inhibition; higher % means a stronger effect; inhibition, % at 12.5 µM; hits with a dose series show IC50 in µM; hit rate 0.3% among 340,000; in the data active = a potency from the dose series; inconclusive = inhibition above about 27% without an active follow-up result; also: strong numbers were not always called active
Salmonella PhoP GFP: PhoP regulon inhibitors, Salmonella typhi PhoP promoter GFP reporter, confirmatory (AID 1850). Salmonella Typhi PhoP-promoter GFP reporter, fluorescence, 4 h; higher % means a stronger effect. one-dose inhibition, % at 50 µM; IC50 in µM for titrated hits. hit rate 0.33% among 310,000; in the data active = a potency from the dose series; inconclusive = inhibition mostly from about 25% at the one dose, without a potency; inactive = the rest, 99 in 100 with inhibition below about 19%;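 also: 0% = induced wells with vehicle and 100% = uninduced wells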
H37Rv inhibition: M. tuberculosis growth inhibition, HTS (AID 449762) | inhibition, % at 25 µM; hits with a dose series show IC50 in µM | hit rate 0.59% among 330,000 | M. tuberculosis H37Rv growth inhibition, 7H9 media; higher % means a stronger effect; in the data active = a potency from the dose series; inconclusive = inhibition above about 70% without an active follow-up result;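 also: bacterial growth assessed after seven days of incubation; strong numbers were not always called active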
M. tuberculosis: growth inhibition of non-replicating M. tuberculosis (AID 488890); Mycobacterium tuberculosis non-replicating, growth inhibition; higher % means a stronger effect; inhibition, % at 25 µM, or IC50 in µM where a hit was titrated; hit rate 0.39% among 320,000; in the data active = a potency from the dose series; inconclusive = inhibition mostly from about 82% at the one dose, without a potency; inactive = the rest, 99 in 100 with inhibition below about 76%;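 also: plate controls were DMSO cells for no effect and high antibiotic wells for full effect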
inhibitors of VEEV 10K pilot screen: second read-out of inhibitors of VEEV, no call of its own (marks repeat the call); inhibition, %; measured here: 10K pilot screen inhibition
* = called active by the depositor; i = inactive; ? = inconclusive; · = not tested or not shown.

SMILES | inhibitors of VEEV | influenza NS1A | Salmonella PhoP GFP | H37Rv inhibition | M. tuberculosis | others
N/C(=N\OC(=O)c1ccc(Cl)c([N+](=O)[O-])c1)c1ccccn1 | 0.6% | -11% | 1% | 4% | 68%
COc1cc(S(=O)(=O)N2CCC(N3CCCCC3)CC2)ccc1-n1cnnn1 | i | -11% | · | · | ·
O=C(CCCNS(=O)(=O)c1ccc(Cl)c(Cl)c1)NCCc1ccccn1 | 0.4% | -5% | 2% | 6% | 24%
COc1cc(C(=O)Nc2c(C)cc(C)cc2C)c(-n2cnnn2)cc1OC | i | -6% | -5% | 3% | 0%
Cc1cc(OCC(=O)O)c2ccccc2n1 | 1.3% | -86% | 5% | -3% | -14%
CN1CCN(CCCNC(=O)c2ccc(/C=C3/Sc4ccccc4N(Cc4cccc(Cl)c4)C3=O)cc2)CC1 | 12% | 22% | · | · | ·
CC(NC(=O)c1ccc(Br)s1)C1CCCO1 (centres undefined) | 1.2% | -1% | -6% | -1% | 70%
C=CCn1c(COc2ccccc2)nnc1SCC(=O)N/N=C/c1cc(Cl)ccc1O | 0.5% | -2% | 17% | 0% | 43%
O=C(CC1CC2CCC1C2)N1CCN(S(=O)(=O)c2ccccc2C(F)(F)F)CC1 (centres undefined) | 1.7% | -7% | · | 3% | 38%
COc1ccc(C(CC(=O)O)NC(=O)c2ccccc2[N+](=O)[O-])cc1 (centres undefined) | i | 3% | 11% | 4% | 10%
Oc1ccc(Cl)cc1-c1cc(-c2ccco2)[nH]n1 | 3.8% | 4% | -3% | 42% | -10%
CCN(CC)N=O | i | -14% | · | 1% | -3%
CC1c2ccccc2-c2ccccc2N1C (centres undefined) | 0.9% | -6% | · | · | ·
O=C(NC(=S)NCc1cccnc1)c1cc(Br)ccc1Cl | 3.5% | 3% | -7% | 1% | 20%
Cc1ccc(C(=O)COC(=O)CNC(=O)CNC(=O)c2ccc(C)cc2)cc1 | 0.1% | 7% | -4% | 0% | -2%
CN(C)S(=O)(=O)N1CCC(Oc2cccc(C(=O)NC3CCCCC3)c2)CC1 | i | 5% | 7% | -13% | 14%
COC(=O)C1=C2SC(C)C(=O)N2C(N)=C(C#N)C1c1ccc(OC)c(OC)c1 (centres undefined) | i | 4% | -11% | -8% | 5% | inhibitors of VEEV 10K pilot screen=0.6
CC(C)(C)N(Cc1cc2ccccc2[nH]c1=O)C(=O)c1ccco1 | 6.3% | 3% | 8% | -2% | 8%
CC(C)=CCc1cc(-c2oc3cc(O)cc(O)c3c(=O)c2O)ccc1O | 8.4% | 3% | -6% | -5% | -11%
Cc1ccc2nc(NNC(=O)c3ccc4c(c3)OCCO4)sc2c1 | i | 4% | -3% | 58% | ·
CCOC(=O)c1ccc(N2C(=O)C3CC=C(C)CC3C2=O)cc1 (centres undefined) | i | 18% | 9% | 0% | 1%
CCOc1ccc(-c2nnc(SCc3nc4ccccc4[nH]3)n2N)cc1 | 1.0% | -1% | 10% | -2% | 36%
Cc1cc(C(=O)NC2Cc3ccccc3C2)c(C)o1 | 1.1% | -8% | 6% | 2% | 15%
Cc1cccc(N(CC(=O)NC(C)C)C(=O)CCC(=O)Nc2ccccn2)c1 | 1.4% | -35% | -5% | 0% | 16%
CCOC(=O)N1CCN(S(=O)(=O)c2cc3c(cc2C)NC(=O)CO3)CC1 | 2.2% | 10% | -6% | -12% | 29%
CCN(CC)S(=O)(=O)c1ccc(OC)c(NC(=O)c2cc(C)on2)c1 | i | 8% | -6% | 0% | -19%
CCN(CC(=O)NC1CCS(=O)(=O)C1)S(=O)(=O)c1ccc2ccccc2c1 (centres undefined) | 0.4% | -4% | -9% | -4% | -6%
CC(=NCC1CCCO1)c1c(O)n(C2CCCCC2)c(=O)[nH]c1=O (centres undefined) | 3.8% | 9% | 4% | -10% | 0%
COc1ccc2oc(=O)c(-c3nc(C)cs3)cc2c1 | 1.4% | -10% | -11% | -1% | -7%
CC(=O)c1ccc(Nc2cc(C)nc3nc(C)nn23)cc1 | 1.3% | 1% | -11% | 0% | -1%
CN(C)/C=N/c1sc2c(c1C#N)CCCCC2 | 1.4% | 3% | -1% | 0% | 18%
COc1ccccc1CN1C[C@@H]2C[C@@H](c3ccccc3OC)N3CCC[C@@]23C1=O | 1.4% | -4% | -6% | 1% | 36%
COc1ccc(-c2c(-c3cc(OC)cc(OC)c3)n(C)c3ccc(-c4cnc(N)nc4)cc23)cc1 | 1.3% | 2% | · | 10% | 14%
C/C(=N\Nc1nc(C)cc(=O)[nH]1)C1CC1 | i | -2% | -3% | -4% | 19%
COC(=O)c1cc(OC)c(OC)cc1NC(=O)Cc1ccccc1[N+](=O)[O-] | 3.3% | 2% | 5% | -1% | 8%
Cc1ccc(C(=O)Oc2cc(C)n(C)c(=O)c2)cc1 | 0.2% | -6% | 3% | -7% | -5%
C/C(=N\NC(=S)NC1CCCCC1)c1cccc(Br)c1 | 0.4% | 0% | 2% | 2% | 3%
O=C(CCC(=O)N1CCN(c2cccc(Cl)c2)CC1)N1CCN(c2ccccc2)CC1 | 1.4% | -5% | 2% | 16% | 70%
NC(=O)c1nsc(C(=O)N(CCCN2CCOCC2)C(C(=O)NC2CCCCC2)c2ccc(Cl)cc2)c1N (centres undefined) | 0.4% | 7% | -4% | -2% | -3%
CN(C)c1ccc(/C=N/n2c(-c3cccnc3)n[nH]c2=S)cc1 | 0.9% | -13% | 0% | 10% | -43%
Cc1ccc(/C=c2\sc3nc(-c4cccnc4)nn3c2=O)cc1 | 2.7% | -5% | -9% | -10% | ?
O=C(Nc1nc(-c2cccs2)cs1)c1ccc(Cl)cc1 | 2.9% | 8% | 2% | 41% | 48%
CC#CC(=O)N1CCC(CCC(=O)N(C)Cc2ccccc2)CC1 | 6.2% | -3% | 10% | -2% | 6%
O=C(/C=C\Nc1ccccc1Br)c1ccc2c(c1)OCO2 | 2.6% | 16% | 6% | -5% | 9%
OCC1OC(n2ccc3c(NO)ncnc32)C(O)C1O (centres undefined) | 3.2% | 1% | · | · | ·

Next section, overlapping the part above by 2 compounds.
SMILES | inhibitors of VEEV | influenza NS1A | Salmonella PhoP GFP | H37Rv inhibition | M. tuberculosis | others
O=C(/C=C\Nc1ccccc1Br)c1ccc2c(c1)OCO2 | 2.6% | 16% | 6% | -5% | 9%
OCC1OC(n2ccc3c(NO)ncnc32)C(O)C1O (centres undefined) | 3.2% | 1% | · | · | ·
CC(C(=O)N1CCN(Cc2ccccc2)CC1)n1ncn2cccc2c1=O (centres undefined) | 1.3% | 3% | 2% | -6% | -23%
CC(=O)Nc1cc2c(cc1C(=O)C(C)C)OCCO2 | 1.2% | -10% | 4% | -2% | 11%
CC(C)Nc1nc(SCC(=O)Nc2ccccc2)nc(N2CCOCC2)n1 | 8.1% | 0% | 2% | -3% | 15%
Cc1ccc(C)c(N2N=C(C(=O)OCC(=O)N(C)c3ccccc3)CCC2=O)c1 | 2.4% | -10% | · | · | ·
CCn1c2ccccc2n2c(=O)c(=O)n(CC(=O)Nc3ccc(C(C)C)cc3)nc12 | 0.1% | -5% | -1% | 8% | -11%
CC(C)(C)OC(=O)N1CC(O)CC1C(=O)OCC(=O)c1ccc(Cl)cc1 (centres undefined) | i | 4% | 0% | -5% | 20%
COc1ccc(OCc2cnc(Cl)s2)cc1 | 0.1% | -19% | 7% | 4% | 7%
CCc1nnc(NS(=O)(=O)c2ccc(NS(=O)(=O)c3ccccc3[N+](=O)[O-])cc2)s1 | i | -51% | -3% | 7% | 22%
COc1cc(OC)cc(-c2c(C#Cc3ccsc3)c3cc(-c4cnc(OC)nc4)ccc3n2C)c1 | 9.6% | -21% | · | -3% | 31%
O=C(N/N=C/c1ccc([N+](=O)[O-])o1)c1cc(-c2ccncc2)nc2ccccc12 | i | 3% | 1% | ? | 3%
CN(Cc1ccccc1)C(=S)NC(=O)C1CCCCC1 | 0.2% | 6% | -7% | 9% | 37%
COCCNC(=S)N/N=C/c1ccc(OCc2ccc(C(=O)OC)cc2)c(OC)c1 | · | · | -5% | -1% | -29%
CCN=C1S/C(=C\c2cc(Br)c(O)c(OC)c2)C(=O)N1CC | 0.8% | -35% | -8% | 7% | 55%
COc1cccc(-c2cc(C(=O)Nc3nc4ccccc4s3)c3ccccc3n2)c1 | 4.3% | 2% | -9% | ? | 16%
CC(C)(C)NC(=O)CSc1nc2[nH]ncc2c(=O)[nH]1 | 0.7% | 3% | -5% | 2% | 5%

By substructure, the compounds so far containing an aryl thioether with sulfur outside any ring.
SMILES | inhibitors of VEEV | influenza NS1A | Salmonella PhoP GFP | H37Rv inhibition | M. tuberculosis | others
C=CCn1c(COc2ccccc2)nnc1SCC(=O)N/N=C/c1cc(Cl)ccc1O | 0.5% | -2% | 17% | 0% | 43%
CCOc1ccc(-c2nnc(SCc3nc4ccccc4[nH]3)n2N)cc1 | 1.0% | -1% | 10% | -2% | 36%
CC(C)Nc1nc(SCC(=O)Nc2ccccc2)nc(N2CCOCC2)n1 | 8.1% | 0% | 2% | -3% | 15%
CC(C)(C)NC(=O)CSc1nc2[nH]ncc2c(=O)[nH]1 | 0.7% | 3% | -5% | 2% | 5%

Taken from the results shown (two entries):
SMILES | inhibitors of VEEV | influenza NS1A | Salmonella PhoP GFP | H37Rv inhibition | M. tuberculosis | others
CC(C(=O)N1CCN(Cc2ccccc2)CC1)n1ncn2cccc2c1=O (centres undefined) | 1.3% | 3% | 2% | -6% | -23%
CC(=O)Nc1cc2c(cc1C(=O)C(C)C)OCCO2 | 1.2% | -10% | 4% | -2% | 11%

The list goes on:
SMILES | inhibitors of VEEV | influenza NS1A | Salmonella PhoP GFP | H37Rv inhibition | M. tuberculosis | others
COCCNC(=O)c1cccc(C)c1[N+](=O)[O-] | 1.7% | 5% | -9% | -3% | -1%
O=C(NCCn1cccn1)C1CCC(=O)N(CCc2cccc(F)c2)C1 (centres undefined) | 1.3% | -2% | 1% | 0% | -1%
CC(C)C(OC(=O)Cn1nnc2ccccc21)C(=O)NC1CCCC1 (centres undefined) | 1.2% | -4% | 1% | -13% | -3%
COc1ccccc1-n1c(C)nnc1SCC(N)=O | i | -7% | -9% | -3% | -6% | inhibitors of VEEV 10K pilot screen=1.0
O=C(c1ccccc1)c1ccc(OCCCN2CCCCC2)cc1 | 0.8% | 1% | 1% | -3% | 3%
O=c1[nH]cnc2nc(-c3ccccc3)c(-c3ccccc3)nc12 | 6.7% | 2% | 3% | 11% | 67%
Cc1ccc(N=Nc2ccc(O)c3ncccc23)cc1 | 8.7% | -1% | -8% | 64% | ?
O=C(NN=C1CCCC1)c1[nH]c2ccc(Cl)cc2c1-c1ccccc1 | 7.1% | · | -1% | ? | 3%
CSc1ccc(/C=C/C(=O)OCC(=O)NC2CC2)cc1 | 3.6% | -9% | · | 3% | 75%
O=C(NC1CCCCC1)N(Cc1nc2ccccc2c(=O)[nH]1)C1CCCCC1 | 1.7% | -2% | -6% | 1% | 30%
O=C(CCCCn1c(=O)c2ccccc2n(Cc2ccc(F)cc2Cl)c1=O)NCc1ccco1 | 5.8% | 0% | 13% | -2% | -7%
CC(C(=O)N1CCN(Cc2ccccc2)CC1)c1ccc([N+](=O)[O-])cc1 (centres undefined) | i | -12% | 15% | 0% | 24%
C1CCCCCC(=NNc2nn[nH]n2)CCCCC1 | 5.8% | -3% | -4% | 7% | -8%
O=C(NCC(c1cccs1)N1CCc2ccccc21)c1ccccc1 (centres undefined) | 7.3% | -12% | 5% | -1% | -10%
Cc1ccsc1/C=N/n1c(=S)[nH]nc(C)c1=O | 0.4% | 1% | -2% | -9% | -4%
NC(=O)c1oc2ccc(Cl)cc2c1NC(=O)CN1CCOCC1 | 10.0% | -19% | -7% | -6% | 6%
